CHRM4 agonist = human M4 muscarinic receptor agonists, primary screen, CHO-K1 cells, Fluo-8 calcium fluorescence; AID 624127, 2012; activation, % at 3 µM; CHO-K1 hM4/Gqi5; vehicle 0%, full acetylcholine response 100%; 360,000 compounds, 0.14% hits;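 active means activation above the run mean over all test wells plus 3 SD, cut at about 32% in these data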;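 further: peak over basal fluorescence ratio per well then scaled between controls; 0% = DMSO wells and 100% = acetylcholine at EC100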
Target sequence (P08173 whole entry, looked up): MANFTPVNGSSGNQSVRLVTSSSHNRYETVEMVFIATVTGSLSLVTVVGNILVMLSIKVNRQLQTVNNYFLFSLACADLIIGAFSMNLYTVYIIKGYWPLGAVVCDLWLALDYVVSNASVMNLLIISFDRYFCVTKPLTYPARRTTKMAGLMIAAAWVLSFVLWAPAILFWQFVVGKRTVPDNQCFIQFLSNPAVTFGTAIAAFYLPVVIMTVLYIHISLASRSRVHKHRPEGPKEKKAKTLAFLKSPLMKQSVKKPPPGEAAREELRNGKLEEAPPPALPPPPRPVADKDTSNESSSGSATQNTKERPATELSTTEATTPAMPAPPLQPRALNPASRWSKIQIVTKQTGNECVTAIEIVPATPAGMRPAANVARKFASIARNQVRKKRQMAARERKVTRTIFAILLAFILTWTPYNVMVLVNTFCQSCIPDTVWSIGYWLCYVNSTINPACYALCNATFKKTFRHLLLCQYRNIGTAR
CHRM5 agonist = human M5 muscarinic receptor agonists, primary screen, CHO-K1 cells, Fluo-8 calcium fluorescence. Muscarinic acetylcholine receptor M5 (Homo sapiens), P08912. CHO-K1 hM5 cells; 0% DMSO wells, 100% maximal acetylcholine response. activation, % at 3 µM. 360,000 compounds, 0.19% hits;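 active means activation above the run's mean over test compounds plus 3 SD, cut at about 23% in these data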;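 further: signal is peak over basal fluorescence ratio across the kinetic read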
Target sequence (P08912 whole entry, looked up): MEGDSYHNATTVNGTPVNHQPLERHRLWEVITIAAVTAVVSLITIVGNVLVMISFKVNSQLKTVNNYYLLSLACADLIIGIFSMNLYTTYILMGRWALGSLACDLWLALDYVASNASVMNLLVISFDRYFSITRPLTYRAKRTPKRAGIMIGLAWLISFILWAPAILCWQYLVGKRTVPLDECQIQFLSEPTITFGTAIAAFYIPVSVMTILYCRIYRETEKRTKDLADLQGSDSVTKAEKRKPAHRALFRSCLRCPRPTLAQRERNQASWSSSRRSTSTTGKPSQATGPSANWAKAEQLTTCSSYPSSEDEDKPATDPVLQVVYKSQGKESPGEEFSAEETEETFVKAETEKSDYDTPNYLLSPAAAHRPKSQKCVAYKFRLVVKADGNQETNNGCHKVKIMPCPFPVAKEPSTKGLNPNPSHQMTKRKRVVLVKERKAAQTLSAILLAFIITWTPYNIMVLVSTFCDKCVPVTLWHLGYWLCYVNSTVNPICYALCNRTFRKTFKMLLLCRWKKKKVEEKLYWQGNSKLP
CHO-K1 Ca antag = M1 antagonist counterscreen hit in parental CHO-K1 cells. ATP-induced calcium, Fluo-8 fluorescence. inhibition, % at 3 µM. 360,000 compounds, 0.6% hits. AID 602250;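 active means inhibition above a per-plate cutoff, the plate's mean sample inhibition plus 3 SD, cut at about 24% in these data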;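 further: 0% = DMSO plus EC80 ATP and 100% = DMSO alone without ATP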
M1 PAM parental = nonselective calcium activators in parental CHO-K1 cells, primary screen, counter-screen for M1 PAM project, cell-based, Fluo-8 calcium fluorescence, full deck, 1536-well; activation, % at 3 µM; AID 602247, 2012; ATP EC20; 0% at ATP EC20, 100% at ATP max; 360,000 compounds, 0.02% hits;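 active means activation above the run cutoff, the mean activation of all test compounds plus 3 SD, cut at about 40% in these data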;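 further: peak over basal fluorescence ratio in a 140 s read after ATP addition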
CHRM4 PAM = human M4 muscarinic receptor positive allosteric modulators, primary screen, CHO-K1 cells, Fluo-8 calcium fluorescence; CHO-K1 hM4/Gqi5, ACh EC20; 0% = ACh EC20, 100% = maximal ACh; Muscarinic acetylcholine receptor M4 (Homo sapiens), P08173; 360,000 compounds, 0.4% hits; activation, % at 3 µM;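 active means activation above its plate's cutoff, the mean activation of sample wells plus 3 SD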; further: some results filed as inactive read as strong as hits
M5 PAM = human M5 muscarinic receptor positive allosteric modulators, primary screen, CHO-K1 cells, Fluo-8 calcium fluorescence. CHO-K1 hM5, ACh EC20 PAM; 0% = ACh EC20, 100% = ACh EC100. Muscarinic acetylcholine receptor M5 (Homo sapiens), P08912. activation, % at 3 µM. 360,000 compounds, 0.3% hits. AID 624038, 2012;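 active means activation above the run cutoff, the mean activation of all test compounds plus 3 SD, cut at about 18% in these data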
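System: CHO-K1 hM5 cells. Reagent: acetylcholine, EC20 level. Compound dosing: single dose, 3 µM nominal final test concentration. Timing: Post-acetylcholine fluorescence recording 140 s. Detection: Fluo-8 calcium fluorescence. Read-out: % activation, ACh-normalized. Benchmarks: ACh EC20 and EC100 wells. Repeats: singlicate, one well per test compound.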
M4 antag = human M4 muscarinic receptor antagonists, primary screen, CHO cells, Fluo-8 calcium fluorescence | inhibition, % at 3 µM | Muscarinic acetylcholine receptor M4 (Homo sapiens), P08173 | 360,000 compounds, 0.73% hits | CHO-hM4 cells, ACh EC80;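 active means inhibition above its plate's cutoff, the mean inhibition of sample wells plus 3 SD, cut at about 27% in these data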;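 further: 0% = acetylcholine EC80 with DMSO and 100% = DMSO without agonist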
M5 antag = human M5 muscarinic receptor antagonists, primary screen, CHO cells, Fluo-8 calcium fluorescence; CHO-hM5 cells, ACh EC80; inhibition, % at 3 µM; 360,000 compounds, 0.59% hits;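 active means inhibition above a per-plate cutoff, the mean of that plate's test compounds plus 3 SD, cut at about 27% in these data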;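 further: 0% = acetylcholine EC80 with DMSO and 100% = DMSO without agonist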
CHO-K1 Ca ag = counter-screen for M1 agonists: effect in parental CHO-K1 cells | Fluo-8 calcium fluorescence; scaled to maximal ATP response, vehicle zero | activation, % at 3 µM | 360,000 compounds, 0.48% hits; in the data active means activation above about 15%;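 further: untransfected CHO-K1 host cells lacking M1 receptor as counterscreen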
* hit, by the source's call. Hits appear at their usual frequency; overall some 2.7% were active at least once.

SMILES	CHRM4 agonist	CHRM5 agonist	CHO-K1 Ca antag	M1 PAM parental	CHRM4 PAM	M5 PAM	M4 antag	M5 antag	CHO-K1 Ca ag
CN(Cc1nc(-c2cnccn2)no1)Cc1n[nH]c2c1CCCCC2	1	-3	-8	13	-8	6	37*	8	0.7
COCCCNC(=O)C(=O)NCC1CCCN1S(=O)(=O)c1cccs1 (centres undefined)	1	-3	-4	24	1	7	-3	2	3.5
CCO/C=N/Nc1nc(C(F)(F)F)nc2c1cnn2Cc1ccccc1	0	-3	-7	20	-2	3	0	4	0.7
CN(C)c1ncc(S(=O)(=O)c2ccccc2)c(-c2ccc(Cl)cc2Cl)n1	-2	-7	-14	21	-4	-8	-21	6	-0.1
COCCN1CCN(C(=O)c2ccc3oc(CCc4ccccc4)nc3c2)CC1	3	-5	-7	10	2	1	3	0	1.7
CCCCOCCCNC(=O)Cc1ccccc1OC	0	1	-12	11	6	0	-10	-5	0.0
COc1cc([N+](=O)[O-])ccc1NC(=O)CN1C(=O)NC2(CCCCC2C)C1=O (centres undefined)	2	-1	-9	-7	-1	-8	11	8	1.1
O=C(N/N=C/C=C/c1ccc([N+](=O)[O-])cc1)C1COc2ccccc2O1 (centres undefined)	11	1	-8	27	-17	-3	12	-2	4.4
O=C1C=C(c2ccccc2)CCC1	1	2	7	-5	5	-1	1	0	-0.8
COc1ccc(C(C(=O)NC2CCCCC2)N(Cc2cccnc2)C(=O)c2snc(C(N)=O)c2N)cc1 (centres undefined)	6	-4	-9	10	6	-2	-19	-4	1.4
COC(=O)CSc1nnc(CNC(=O)c2ccccc2OC)n1-c1ccc(OC)cc1	1	-1	-3	1	4	-3	-2	12	-0.2
C#CCOCCOCCOCCNc1nc(N2CCN(C(=O)Cn3cc(CCCN=C(N)N)nn3)CC2)nc(N2CCN(C(=O)[C@H](C)n3cc(CCCN=C(N)N)nn3)CC2)n1	0	3	-10	7	4	2	-8	1	0.4
CCOc1ccccc1N1CCN(C(=O)C(F)(F)F)CC1	1	1	-16	6	7	5	6	-3	-0.1
Cc1cc(S(=O)(=O)N2CCCC(N(C)CCc3ccccn3)C2)c(C)s1 (centres undefined)	2	-6	0	9	-1	0	9	5	0.7
CC(C)C(NC(=O)C1CCCCC1)C(=O)NCc1ccccn1 (centres undefined)	-1	-3	-16	20	4	4	-5	0	0.2
CCNC(=O)C1CCCN(C(=O)c2ccc3c(c2)OCO3)CC1 (centres undefined)	0	0	-11	19	3	2	0	-1	0.7
Cc1ccc(CNC(=O)C23CN(Cc4ccccc4)CC2C(c2cccc([N+](=O)[O-])c2)=NO3)cc1 (centres undefined)	1	0	-11	7	-10	-4	5	11	0.5
COc1cc(OC)cc(-c2c(Sc3ccccc3)c3cc(-c4ccc5c(c4)OCCO5)ccc3n2C)c1	1	4	-14	17	-2	1	11	3	1.3
CCCc1c(C)[nH]c2ccc(C(=O)O)cc2c1=S	1	-4	-16	10	11	-1	-1	15	0.6
CCc1nnc(NS(=O)(=O)c2ccc(NC(=S)NC(=O)c3ccc(OC)c(OC)c3)cc2)s1	0	-1	19	19	-1	4	1	-1	-0.2

Complete entries, quoted from the list. Order of screens: CHRM4 agonist | CHRM5 agonist | CHO-K1 Ca antag | M1 PAM parental | CHRM4 PAM | M5 PAM | M4 antag | M5 antag | CHO-K1 Ca ag
`CN(Cc1nc(-c2cnccn2)no1)Cc1n[nH]c2c1CCCCC2` as listed: 1 | -3 | -8 | 13 | -8 | 6 | 37* | 8 | 0.7
`O=C(N/N=C/C=C/c1ccc([N+](=O)[O-])cc1)C1COc2ccccc2O1` (centres undefined) as listed: 11 | 1 | -8 | 27 | -17 | -3 | 12 | -2 | 4.4

Continuation.
SMILES	CHRM4 agonist	CHRM5 agonist	CHO-K1 Ca antag	M1 PAM parental	CHRM4 PAM	M5 PAM	M4 antag	M5 antag	CHO-K1 Ca ag
COc1ccc(CC(=O)OCC(=O)NCc2ccco2)cc1	0	0	2	5	8	0	-4	4	0.6
COCCN1C(=O)c2ccccc2C(C(=O)NCCCN2CCCC2=O)C1c1c[nH]c2ccccc12 (centres undefined)	1	-2	-12	21	11	-2	2	0	1.5
CN(C(=O)c1cccc(NC(=O)Cc2ccc(NC(=O)C3CCN(C(=O)C4CCCCC4)CC3)cc2)c1)C1CC1	0	3	-8	-2	10	1	-5	-9	0.0
CC(C)c1ccc(/C=C2\Oc3c(ccc(O)c3CN3CCN(C)CC3)C2=O)cc1	3	-3	-13	30	5	-3	-2	1	3.0
Cc1cc(C)cc(OCC(=O)NNC(=O)CCC(=O)NCc2ccccc2)c1	-1	-2	-8	15	-3	-1	7	0	0.1
CCOc1ccc(-c2cc(C(=O)NCc3ccc(C(F)(F)F)cc3)[nH]n2)c(C)c1	1	0	0	-8	-1	-9	-9	2	-0.2
CC1CCN(C(=O)CCS(=O)(=O)c2cc3c(cc2Cl)NC(=O)CO3)CC1	2	3	-6	20	4	-2	-8	1	1.3
O=C(Nc1c[nH]c(=O)[nH]c1=O)c1ccc([N+](=O)[O-])cc1	2	-5	3	5	2	-12	-5	-9	-0.3
Cc1ccc(S(=O)(=O)N2CCC(NC(=O)c3ccccc3)CC2)cc1	0	-2	-2	7	8	4	8	5	-0.2
COc1ccc(C(F)(F)F)cc1N/C=C\c1nnnn1-c1ccc(C)cc1	0	2	10	4	-1	1	1	2	-0.1
CCN1CCN(c2ncnc3sc4c(c23)CCC(C)C4)CC1 (centres undefined)	1	-11	-9	-2	-5	-5	2	-1	0.5
CCC(C)NC(=O)c1c(N)n(/N=C/c2ccccn2)c2nc3ccccc3nc12 (centres undefined)	2	0	17	-6	18	1	4	4	-0.2
Cc1ccc(Cl)cc1NC(=O)Nc1cccs1	17	4	8	9	-4	-14	-1	20	11
CCOC(=O)C1=C(C)N=c2sc(=C(C)C)c(=O)n2C1c1ccc(N(C)C)cc1 (centres undefined)	0	-1	-6	11	-1	-2	10	9	0.5
CCCn1c2c(c(O)c(C(=O)Nc3ncccc3C)c1=O)CCCC2	-1	-3	-15	20	1	4	7	-8	1.0
COc1ccc(OC)c(NC(=O)CC2SC(=N)N(c3ccccc3)C2=O)c1 (centres undefined)	1	-4	-17	-10	3	2	0	8	0.7
CS(=O)(=O)N1CCCCC1c1cc(C(=O)Nc2ccc3c(c2)OCO3)no1 (centres undefined)	1	0	-1	-8	-5	-1	-5	7	0.2
CSc1ncccc1C(=O)OCC(=O)N(C)c1c(N)n(Cc2ccccc2)c(=O)[nH]c1=O	1	0	8	-19	-2	1	9	7	0.9
O=C(Nc1ccccc1)OC1CCC2CC1CCC2OC(=O)Nc1ccccc1 (centres undefined)	4	-4	-6	9	8	-7	-6	-6	3.0
O=C(Nc1nnc(CC(=O)N2CCOCC2)s1)c1cccs1	0	1	16	-5	-1	9	-2	-11	-0.2
COc1cc(CCC(N)c2cccc(O)c2)cc(OC)c1OC (centres undefined)	1	2	-2	-15	2	-4	-3	18	0.2
O=C1C=C(O)c2cccc(O)c2C1=O	0	4	7	5	4	3	-2	3	0.0
O=C(CCN1C(=O)/C(=C/C=C/c2ccccc2)SC1=S)Nc1nccs1	-1	-1	26*	-6	4	1	4	0	-0.9
C[C@@H]1CN([C@H](C)CO)S(=O)(=O)c2ccc(C#CC3CCCC3)cc2O[C@H]1CN(C)C(=O)Cc1ccccc1	6	1	-7	12	-7	-3	-4	4	1.8
Cc1nn(Cc2c(F)c(F)c(F)c(F)c2F)c(C)c1NC(=O)c1cccc(COc2ccc(Cl)cc2)c1	-2	-1	12	-10	-2	-7	5	11	-0.4
CCC(Oc1ccccc1)C(=O)Nc1ccc(S(=O)(=O)Nc2ncccn2)cc1 (centres undefined)	2	-3	-12	15	7	4	-27	-7	0.9
O=C(NNC(=O)c1cc2ccccc2cc1O)c1cccs1	2	-2	-11	9	1	-4	-14	3	2.5
COc1ccc(CC(N)c2csc(Nc3ncccn3)n2)cc1 (centres undefined)	2	2	-10	22	3	0	-2	0	0.8
CC(=O)c1ccc(-n2nncc2-c2ccc([N+](=O)[O-])cc2)cc1	2	-3	-1	1	-1	-3	-6	10	0.1
O=C(c1ccc(F)cc1)N1CCOCC1	1	-2	-25	24	8	3	-5	3	-0.3
O=C(C(Sc1ccccc1)c1ccccc1)N1CCN(c2ccccc2F)CC1 (centres undefined)	1	-9	-1	16	-2	6	4	-2	0.6
COc1cccc(/C=C2\CCC(C3CCCC3)C2=O)c1OC (centres undefined)	0	3	-17	0	-2	7	-9	0	0.5
O=C(CSc1nc(=O)n(CCCN2CCOCC2)c2c1CCCC2)Nc1ccc(F)c(F)c1	2	-3	-10	14	-12	2	11	5	1.0
CCCCCOCC1CC(C/C(C)=N/NC(N)=O)(C(=O)OCC)C(=O)O1 (centres undefined)	0	4	-3	1	-14	0	5	4	0.2
CC(C)Sc1nc(N2CCOCC2)c2c(c1C#N)CC(C)(C)N(C)C2	0	-8	1	-5	6	-4	-3	19	-0.4
COC(=O)C(C(=O)OC)C(C[N+](=O)[O-])c1ccc(OC)cc1 (centres undefined)	0	2	1	-4	-3	1	11	3	0.0
CC1(C(=O)NS(=O)(=O)Cc2cccc(Cl)c2)CCN1C(=O)c1cccc(F)c1 (centres undefined)	0	0	-8	-6	0	4	-4	-10	0.5
O=C(NCCO)c1cccc2c1-c1ccccc1C2=O	0	-2	3	14	4	10	5	4	-0.2
CC(C)(C)NC(=O)C1(C)CCC(=O)N1CC(F)(F)F (centres undefined)	0	1	24*	0	8	-3	-7	3	-0.1
Cc1c(C(=O)NC(C)c2ccncc2)oc2ccccc12 (centres undefined)	1	1	-3	-6	-4	1	8	-5	0.2

Reprinted at random: 4 entries already listed, in no set order.
SMILES	CHRM4 agonist	CHRM5 agonist	CHO-K1 Ca antag	M1 PAM parental	CHRM4 PAM	M5 PAM	M4 antag	M5 antag	CHO-K1 Ca ag
CC(C)Sc1nc(N2CCOCC2)c2c(c1C#N)CC(C)(C)N(C)C2	0	-8	1	-5	6	-4	-3	19	-0.4
CC1(C(=O)NS(=O)(=O)Cc2cccc(Cl)c2)CCN1C(=O)c1cccc(F)c1 (centres undefined)	0	0	-8	-6	0	4	-4	-10	0.5
O=C1C=C(O)c2cccc(O)c2C1=O	0	4	7	5	4	3	-2	3	0.0
O=C(NCCO)c1cccc2c1-c1ccccc1C2=O	0	-2	3	14	4	10	5	4	-0.2

The listing continues.
SMILES	CHRM4 agonist	CHRM5 agonist	CHO-K1 Ca antag	M1 PAM parental	CHRM4 PAM	M5 PAM	M4 antag	M5 antag	CHO-K1 Ca ag
COc1ccc(CNC(=O)CN(CC2CCCO2)C(=O)CNS(=O)(=O)c2ccc(C)cc2)cc1 (centres undefined)	0	-5	-10	16	3	-2	-6	-7	-0.2
NC(Cc1ccc(O)cc1)c1cn([C@@H](CCC(=O)O)C(=O)N2CCNCC2)nn1 (some centres undefined)	0	4	-15	26	12	2	7	-1	0.0
Cc1cc(C)nc(NNC(=O)c2ccccc2O)n1	4	-1	-1	-12	-1	8	1	-1	0.0
CCC(C)(C)c1nnc(NC(=O)CCC2CCCCC2)s1	0	3	-7	14	0	-1	1	3	0.1

Bioassay records deposited in PubChem BioAssay by The Scripps Research Institute Molecular Screening Center.
